KCNK9 block – KCNK9 potassium channel inhibitors, primary screen, HEK293 cells, thallium flux | Potassium channel subfamily K member 9 (Homo sapiens), Q9NPC2 | FluxOR thallium flux fluorescence; stronger effect = lower value | B-score at 10 µM | 310,000 compounds, 1.2% hits | AID 488922, 2010;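 active = ratio B-score over 3 SD below the library mean, with starting fluorescence within 5 SD of its mean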;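 also: negative B-score means less thallium flux so channel inhibition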
KCNQ1 act – potentiators or activators of KCNQ1 channel, primary screen, cell-based, thallium flux, high-throughput; B-score at 10 µM; CHO-K1 KCNQ1, thallium flux FluxOR fluorescence; stronger effect = higher value; 310,000 compounds, 0.35% hits;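 active = fluorescence ratio B-score, a plate-corrected score, at least three library SD, with initial intensity B-score within 5 SD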
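Assay system: CHO-K1 cells stably expressing KCNQ1; Medium: assay buffer with matched DMSO; Also added: K+/Tl+ depolarizing stimulus; Dosing: single dose; Timing: dye 90 min, compound 20 min, room temperature; Measured by: kinetic FluxOR thallium fluorescence, 10-s 1-Hz baseline, 110-s post-stimulus read; Read-out: peak-minus-minimum fluorescence over initial fluorescence, negative-control normalized, B-scored.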
DYRK1A inh – rat Dyrk1A kinase inhibitors, primary screen, biochemical, single point, plate reader | inhibition, % at 12.5 µM | 310,000 compounds, 0.43% hits | ADP-Glo luminescence, NFATc1 peptide | Dual specificity tyrosine-phosphorylation-regulated kinase 1A (Rattus norvegicus), Q63470; in the data active = inhibition above about 50%;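 also: plate controls were vehicle with enzyme for no effect and no enzyme for full effect; many of its hits are not listed in these tables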
KCNQ1 block – inhibitors of human KCNQ1 channel, primary screen, cell-based, thallium flux, high-throughput; Potassium voltage-gated channel subfamily KQT member 1 (Homo sapiens), P51787; CHO-K1 KCNQ1, FluxOR thallium flux fluorescence; stronger effect = higher value; B-score at 10 µM; 310,000 compounds, 1.3% hits; AID 2642, 2010;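 active = compounds whose thallium flux B-score, printed positive for inhibition, exceeds three library SD while starting fluorescence stays within three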;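 also: channel opened by potassium depolarization with thallium stimulus after 20 min compound exposure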
hERG protect – hERG rescue from dofetilide block, primary screen, cell-based, CHO-hERG, FluxOR thallium flux, dofetilide IC70. Voltage-gated inwardly rectifying potassium channel KCNH2 (Homo sapiens), Q12809. dofetilide IC70 present. activation (rescue from dofetilide block), less the hit threshold, % at 10 µM. 310,000 compounds, 0.51% hits. AID 1511, 2009;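 active = activation above the mean of controls blocked by dofetilide plus 5 SD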;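 also: thallium influx through hERG after potassium depolarization seen as dye fluorescence rise; in these data hits start at about 4.7%; inactives centre near -7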
Target sequence (Q12809 whole entry, looked up): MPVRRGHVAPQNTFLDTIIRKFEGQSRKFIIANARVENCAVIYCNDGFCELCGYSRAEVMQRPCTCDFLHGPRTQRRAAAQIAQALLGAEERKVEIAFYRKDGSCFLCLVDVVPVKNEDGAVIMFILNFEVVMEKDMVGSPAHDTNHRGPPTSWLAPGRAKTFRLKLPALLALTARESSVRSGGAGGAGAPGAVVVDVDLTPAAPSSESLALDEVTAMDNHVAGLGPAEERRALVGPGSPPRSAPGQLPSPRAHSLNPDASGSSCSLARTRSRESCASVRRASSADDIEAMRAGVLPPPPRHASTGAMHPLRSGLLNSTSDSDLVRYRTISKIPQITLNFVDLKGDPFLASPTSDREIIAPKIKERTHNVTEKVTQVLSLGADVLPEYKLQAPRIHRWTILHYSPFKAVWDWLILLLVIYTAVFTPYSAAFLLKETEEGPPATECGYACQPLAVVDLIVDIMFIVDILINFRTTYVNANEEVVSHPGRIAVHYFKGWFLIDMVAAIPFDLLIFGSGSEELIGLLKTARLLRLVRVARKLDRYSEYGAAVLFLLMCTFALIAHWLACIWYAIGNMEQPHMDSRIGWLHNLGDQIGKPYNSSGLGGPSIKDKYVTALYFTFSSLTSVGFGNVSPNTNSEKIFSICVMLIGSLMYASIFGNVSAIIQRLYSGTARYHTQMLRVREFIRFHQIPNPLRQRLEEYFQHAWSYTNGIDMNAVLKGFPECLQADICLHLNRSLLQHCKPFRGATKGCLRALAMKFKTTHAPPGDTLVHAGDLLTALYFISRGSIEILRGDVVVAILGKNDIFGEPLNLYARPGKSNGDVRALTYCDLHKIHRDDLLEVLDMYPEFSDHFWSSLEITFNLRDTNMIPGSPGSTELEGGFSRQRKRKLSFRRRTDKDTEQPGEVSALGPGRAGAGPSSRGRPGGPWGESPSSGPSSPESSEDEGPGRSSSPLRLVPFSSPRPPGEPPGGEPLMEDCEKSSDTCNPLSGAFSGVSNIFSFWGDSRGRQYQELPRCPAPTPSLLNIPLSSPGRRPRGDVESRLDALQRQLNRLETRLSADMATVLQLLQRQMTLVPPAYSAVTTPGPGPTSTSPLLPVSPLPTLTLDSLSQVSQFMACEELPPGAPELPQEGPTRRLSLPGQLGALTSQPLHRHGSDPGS
GSK3A inh – blockers of GSK3A enzyme activity – biochemical, luminescence, cell-free homogeneous, HTS, primary screen; 320,000 compounds, 0.1% hits; AID 2650, 2010; GSK-3 alpha kinase, ADP-Glo luminescence, 60 min; inhibition, % at 10 µM;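 in the data active = inhibition above about 50%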;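 also: GST-tagged GSK-3 alpha with peptide substrate and 25 µM ATP; 0% = DMSO neutral wells and 100% = GW8510 positive control wells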
RGS4 pot – RGS4 potentiators or activators, primary screen, cell-based, HEK293 M3R inducible RGS4, calcium flux | B-score at 10 µM | AID 463111, 2010 | carbachol calcium flux Fluo4; stronger effect = lower value | 310,000 compounds, 0.92% hits;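 active = B-score of the integrated calcium signal more than 4 SD below the library mean, with starting fluorescence not abnormally high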;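 also: negative B-score means reduced calcium response which marks RGS4 activation or potentiation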
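System: HEK293 FlpIn-TREx cells, stable M3R, doxycycline-inducible RGS4. Timing: overnight RGS4 induction, 30 min dye load 37 °C, 20 min compound RT. Also added: carbachol, ECmax concentration. Measured by: Fluo4 fluorescence kinetic imaging of calcium. Evaluation: integrated calcium ratio converted to B score.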
KCNK3 block – human KCNK3 channel inhibitors, primary screen, CHO cells, FluxOR thallium flux, B-score; FluxOR fluorescence; stronger effect = lower value; B-score at 10 µM; 340,000 compounds, 0.84% hits;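 active = B-score under library mean minus 4 SD, starting fluorescence ratio at most library mean plus 5 SD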;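 also: more negative B-score means stronger inhibition of thallium flux through KCNK3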
RGS4 block – RGS4 inhibitors, primary screen, cell-based, HEK293 M3R inducible RGS4, calcium flux; Regulator of G-protein signaling 4 (Homo sapiens), P49798; Fluo-4 calcium flux; stronger effect = higher value; triggered by carbachol at its EC20; B-score at 10 µM; 310,000 compounds, 0.45% hits; AID 463165, 2010;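 active = B-score, a plate-corrected calcium signal, over three deviations above library mean, with baseline fluorescence within five deviations of library mean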;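 also: RGS4 expression induced by doxycycline in cells with stable M3 receptor; B-score is computed from the integrated fluorescence ratio over baseline after carbachol; higher B-score means a larger calcium signal and so more RGS4 inhibition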
GSK3B inh – human GSK3beta kinase inhibitors, primary screen, biochemical, cell-free homogeneous, HTS. GST-GSK3beta kinase, ADP-Glo luminescence, 60 min; stronger effect = lower value. activity score (negative = inhibition), % at 10 µM. 300,000 compounds, 0.038% hits;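 active = more than half of replicate wells score below -50%, meaning over 50% inhibition versus plate controls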;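 also: 0% = median DMSO wells and -100% = median GW8510 positive control wells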
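Test system: GST-fused GSK3beta enzyme, cell-free | Quantity: 1.6 ng GST-GSK3beta enzyme per well | Reagent: 25 µM ATP with peptide substrate | Schedule: 60 min enzyme reaction, room temperature | Signal: Luminescent ADP-Glo measurement of ADP formed | Read-out basis: Score relative to plate controls | Control set: DMSO and 20 µM GW8510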
PolyA inh – polyadenylation inhibitors in yeast reporter cells, primary screen, luminescence, S. cerevisiae | S. cerevisiae SKY197-pL101 polyadenylation reporter, beta-gal luminescence; efflux-impaired pdr1/pdr3 knockout yeast; score 100 = 6 SD above DMSO | calls only at 12 µM | 300,000 compounds, 0.02% hits | AID 1875, 2009;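 active = lowest replicate activity score at least 50, where 100 means six control SD above control mean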;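 also: yeast exposed to compound for 9 h at 30 °C; higher score means more reporter readthrough which indicates perturbed polyadenylation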
* = called active by the depositor; i = inactive; . = no result given. This is a subset. The share of hits here may be higher or lower than overall.

Each structure is followed by: KCNK9 block, KCNQ1 act, DYRK1A inh, KCNQ1 block, hERG protect, GSK3A inh, RGS4 pot, KCNK3 block, RGS4 block, GSK3B inh, PolyA inh
> COc1ccc(C2c3c(noc3C)CC(C)(O)C2C(C)=O)cc1 (stereo not given)
 : i, i, ., i, -3, -2, i, i, i, 0, i
> COC(=O)Cn1c2ccccc2c2nc(=O)cc(C)n21
 : i, i, 4, i, -11, -27, i, i, i, 1, i
> COc1cc(/C=C2/C(=N)N3C(=NC2=O)SN=C3S(=O)(=O)C(C)C)ccc1OS(=O)(=O)c1ccccc1
 : i, i, ., i, -12, -1, i, ., i, -2, i
> O=C(NCCc1ccc(Cl)cc1)c1ccc2nccnc2c1
 : i, i, -5, i, -3, -1, i, i, i, 0, i
> Cc1cccc(C(=O)NCC(=O)NCC(c2ccco2)N2CCCCC2)c1 (stereo not given)
 : i, i, -1, i, -25, 3, i, i, i, 0, .
> c1nc(N2CCOCC2)c2c3c(sc2n1)CCCC3
 : i, i, 15, i, -12, 12, i, i, i, -2, i
> CCOc1cc(/C=C(/C#N)c2nc3ccccc3[nH]2)ccc1Oc1ccc([N+](=O)[O-])cn1
 : i, i, ., i, -9, 0, i, i, i, 0, i
> CC(C)CCC1(CCNC(C)c2cccs2)CCOC(C)(C)C1 (stereo not given)
 : i, i, -11, i, -3, -2, i, i, i, -1, i
> COc1cc(CNC(C)(C)CO)ccc1OCC(=O)Nc1ccc(Br)cc1
 : i, i, -1, i, -14, ., i, i, i, -2, i
> CN(C)c1ccc(/C=C2\SC(N3CCCCC3)=NC2=O)cc1
 : i, i, 2, i, -9, 0, i, i, i, 1, i
> Cc1ccc(C(=O)Nc2ccc(S(=O)(=O)N3CCOCC3)cc2)cc1Br
 : i, i, ., i, -7, -2, i, i, i, 1, i
> COc1cccc(C2/C(=C(/O)c3ccc(F)cc3)C(=O)C(=O)N2CCN(C)C)c1 (stereo not given)
 : i, i, -4, i, 0, -3, i, i, i, 0, i
> COc1cccc(-c2nn3c(-c4cc(C)[nH]n4)nnc3s2)c1
 : i, i, -2, i, 5.9*, 5, i, i, i, 0, i
> O=C1CC2(CCCC2)Oc2ccc(F)cc21
 : i, i, 1, i, -1, -4, i, i, i, -4, i
> Oc1ccc(/C=C/c2cnccn2)cc1
 : i, i, 30, i, 1, 2, i, i, i, -2, i
> O=C1/C(=C/c2ccc(N3CCOCC3)o2)SC(=Nc2ccccc2)N1CCc1c[nH]c2ccccc12
 : i, i, -5, 7*, -29, -2, i, i, i, 2, i
> Cc1nn(C(C)(C)C)c(OC(=O)C2CCCC2)c1S(=O)(=O)c1ccccc1
 : i, i, -3, i, -5, ., i, -9.9*, i, 2, i
> CCCCC1=CC2=CC(=O)C(C)(OC(=O)CC)C(=O)C2=CN1CCc1ccccn1 (stereo not given)
 : i, i, 7, i, -8, -3, i, i, i, -3, i
> COc1ccc(C(C(=O)NC2CCCC2)N(C(=O)c2ccoc2C)c2ccccc2)cc1 (stereo not given)
 : i, i, -6, i, -12, 0, i, i, i, 2, i
> CC(C)OC(=O)c1cc(C(=O)c2cc(F)ccc2O)coc1=N
 : i, i, ., i, -13, -1, i, i, i, 1, i
> O=C(CCNC(=O)c1ccc(Br)cc1)Nc1ncccc1O
 : i, i, ., i, -2, 1, i, i, i, -1, i
> CC(C)Cn1c(N)c(C(=O)COC(=O)C2CCCCC2)c(=O)n(C)c1=O
 : i, i, -7, i, -13, 1, i, i, i, 2, i
> Nc1ccc(NC(=O)NC2CCCCC2)cc1[N+](=O)[O-]
 : i, i, 1, i, -3, 0, i, i, i, -2, i
> O=C(O)CNS(=O)(=O)c1ccc2c(c1)Cc1cc(S(=O)(=O)NCC(=O)O)ccc1-2
 : i, i, 8, i, -2, 2, i, i, i, ., i
> CC(Sc1nnc(CC(C)c2ccccc2)n1N)C(N)=O (stereo not given)
 : i, i, -2, i, -9, -1, i, i, i, -7, i
> CCCc1c(C(=O)Nc2cc(C(C)(C)C)on2)cnn1-c1ccccc1
 : i, i, ., i, -6, 1, i, i, i, 0, i
> O=C1CC(SC(=Nc2ccccc2)Nc2ccccc2)C(=O)N1c1cccc(Cl)c1 (stereo not given)
 : i, i, 1, i, -2, ., i, i, i, 1, i
> CCOc1ccc(OCc2ccc(C(=O)N3CCOCC3)cc2)cc1
 : i, i, -3, i, -9, 0, i, i, i, 2, i
> O=S(=O)(c1ccccc1)c1cnc(-c2cccnc2)nc1-c1ccccc1
 : i, i, -3, i, -3, -2, i, i, i, 2, i
> CCOc1ccc(C(=O)N(Cc2ccc(N(C)C)cc2)C2CCS(=O)(=O)C2)cc1 (stereo not given)
 : i, i, 6, i, 1, 1, i, i, i, 4, i
> Cc1snc(S(=O)(=O)/C(C#N)=N/Nc2ccc(C(F)(F)F)cc2)c1C#N
 : i, i, 4, i, -9, -1, i, i, i, 4, i
> CC(=O)c1ccc(NC(=O)COC(=O)c2nc(Cl)ccc2Cl)cc1
 : i, i, -6, i, -8, -7, i, i, i, 2, i
> CCc1cc(=O)oc2c(C)c(OCC(=O)N3CCC(C(=O)O)CC3)ccc12
 : i, i, 9, i, -4, -2, i, i, i, 0, i
> Cc1cc(C)c(S(N)(=O)=O)c(C)c1-n1cnnn1
 : i, i, -1, i, -9, 1, i, i, i, -7, i
> CC1=C(c2ccccc2)[N+](=O)C2(CCCC2)N1[O-]
 : i, i, 6, i, 0, 0, i, i, i, -5, i
> CCOc1ccc(NC(=O)CN2C(=O)NC(CCSC)C2=O)cc1 (stereo not given)
 : i, i, ., i, -19, -1, i, i, i, 4, i
> COc1ccccc1C(=O)Nc1ccc2nc(SCC(=O)N(C)C)sc2c1
 : i, i, 2, i, -3, 0, i, i, i, 0, i
> COc1cc2c(cc1OC)CN(c1nc(-c3cccnc3)nc3ccccc13)CC2
 : -7.5*, i, 23, i, -31, 6, -7.5*, i, i, -3, i
> O=C(NCc1ccc(F)cc1)c1cc2ccccn2n1
 : i, i, 3, i, -5, -1, i, i, i, 0, i
> CCCCCOc1ccc(C(=O)OCC(=O)Nc2cc(C)c(C)cc2[N+](=O)[O-])cc1
 : i, i, -1, i, -7, 0, i, i, i, 2, i
> CCc1noc(C)c1C(=O)Nc1nc2ccc(OC)cc2s1
 : i, i, ., i, -3, 4, i, i, i, -10, i
> O=C(Nc1ccc(Br)cc1)c1ccc2c(c1)OCO2
 : i, i, -3, i, -13, -1, i, i, i, -2, i
> O=C(O)c1ccccc1Nc1ccc([N+](=O)[O-])cc1C(=O)O
 : i, i, 0, i, -7, -17, i, i, i, 5, i
> O=C(Nc1nc(-c2cccs2)cs1)c1ccc(Cl)s1
 : i, i, -1, i, 4, -3, i, -23*, i, 2, i
> O=C(Nc1nnc(Cc2ccc(Cl)cc2)s1)c1ccncc1
 : i, i, ., i, -2, 4, i, i, i, -3, i
> CC1=C(C(=O)OCc2ccccc2)C(c2ccccc2)NC(=O)N1CCCC(=O)O (stereo not given)
 : i, i, -58, i, -5, -1, i, i, i, 0, i
> O=C(Nc1ccc(Br)cc1F)c1cccnc1
 : i, i, 1, i, -5, -1, i, i, i, 0, i
> CN(Cc1nc(-c2cccnc2)no1)S(=O)(=O)c1ccc2ccccc2c1
 : i, i, 5, i, -11, -2, i, i, i, -5, i
> COc1cccc(C(C(=O)NCc2ccco2)N(Cc2ccco2)C(=O)Cn2nnc3ccccc32)c1 (stereo not given)
 : i, i, 6, i, -2, 2, -7.2*, i, i, 3, i
> O=C(NCc1nc(-c2ccccc2)no1)Nc1ccc(F)cc1
 : i, i, -4, i, -5, ., i, i, i, 2, i
> O=C(CSc1ccc(-c2ccco2)nn1)c1ccccc1
 : i, i, -9, i, -12, -1, i, i, i, -3, i
> O=C1C(=O)N(Cc2cccnc2)C(c2cccc([N+](=O)[O-])c2)/C1=C(/O)c1ccc2c(c1)OCO2 (stereo not given)
 : i, i, -11, i, -10, -1, i, i, i, 1, i
> COc1ccc(Br)cc1/C=N/NC(=O)c1ccc(OC)c(OC)c1
 : i, i, 12, i, -5, -7, i, i, i, 3, i
> O=C(COC(=O)CCSc1ccccc1)NCc1ccccc1
 : i, i, 1, i, -8, -1, i, i, i, 0, i
> CCNc1sc(C(=O)c2cccs2)c(N)c1-c1nc2ccccc2s1
 : i, i, -4, i, -7, 3, i, i, i, -1, i
> CCCCC(=O)NNC(=O)N1c2ccccc2Sc2ccccc21
 : i, i, 1, i, -15, -1, i, i, i, 5, i
> O=c1c2ccccc2[nH]c(=S)n1Cc1cccnc1
 : i, i, -1, i, -1, 0, i, i, i, -2, i
